12-LOX inh: blocks human arachidonate 12S-lipoxygenase. purified 12hLO, xylenol orange hydroperoxide absorbance. P18054. 580,000 tested, 1.1% active. Potency, µM (top dose mostly 108 µM), for the others: at the highest dose activity change, negative = inhibition, most hits filed as inhibitors. AID 1671190
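Hydroperoxide product was detected by ferrous iron/xylenol orange as the 573 to 405 nm absorbance ratio. Arachidonic acid at 40 uM (final) was turned over for 30 min at room temperature by 150 nM human 12hLO, pH 7.0 Hepes buffer, after 15 min compound preincubation.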
GLS inh: glutaminase GLS (human) inhibition. Potency, µM (series often up to 45.5 µM), inactives show at the top dose activity change, negative = inhibition, usual class: inhibitors. GLS enzymatic activity, qHTS titration. O94925. AID 624170. 410,000 tested, 0.21% active
Target sequence (O94925 whole entry, looked up): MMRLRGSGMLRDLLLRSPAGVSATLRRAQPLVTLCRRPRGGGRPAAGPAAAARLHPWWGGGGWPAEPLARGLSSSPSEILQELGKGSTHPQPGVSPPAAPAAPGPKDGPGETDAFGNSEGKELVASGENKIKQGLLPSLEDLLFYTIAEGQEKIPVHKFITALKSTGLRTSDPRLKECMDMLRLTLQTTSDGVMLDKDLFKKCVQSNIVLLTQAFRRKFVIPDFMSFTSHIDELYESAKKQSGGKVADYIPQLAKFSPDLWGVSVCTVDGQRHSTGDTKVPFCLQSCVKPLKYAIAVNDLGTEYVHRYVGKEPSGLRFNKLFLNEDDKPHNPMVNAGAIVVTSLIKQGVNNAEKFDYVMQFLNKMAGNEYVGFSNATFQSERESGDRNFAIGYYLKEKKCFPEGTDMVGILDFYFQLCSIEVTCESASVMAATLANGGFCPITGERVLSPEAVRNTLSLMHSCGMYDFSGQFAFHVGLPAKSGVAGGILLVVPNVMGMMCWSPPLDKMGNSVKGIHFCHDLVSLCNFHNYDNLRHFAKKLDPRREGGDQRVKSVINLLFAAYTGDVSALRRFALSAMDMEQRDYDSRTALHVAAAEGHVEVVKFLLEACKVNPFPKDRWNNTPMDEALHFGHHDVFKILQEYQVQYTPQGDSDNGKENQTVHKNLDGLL
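Enzyme dispensed in phosphate buffer (45 mM, pH 8.2, 0.02% Tween-20), compounds pinned in, then 1 mM L-glutamine solution and the glutamate oxidase–HRP–Amplex Red mix added; fluorescence read immediately and again after 30 min at room temperature.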
An asterisk follows results filed as active; ? = inconclusive; & = joins results of further samples; [ ] = another dose, or the depositor's remark. Calls follow the shape of the dose curve; as a rule, active = well fitted inhibition curve with a large enough effect; inconclusive = small, poorly fitted or top-dose-only effect, or another doubt; inactive = no such curve, though single readings can be large or run the other way. % is scaled to controls: 0 for no effect and ±100 for the full control effect; potency is read from the fitted curve at half-maximal effect. This is a subset. The share of hits here may be higher or lower than overall.

12-LOX inh | GLS inh | Compound
-33% | 24% | CCc1nc2ccc(C(=O)Nc3ccc(OC)c(OC)c3)cn2c1N(C)Cc1ccc(OC)cc1
? | 1% | O=C(NC1CCCC1)C1c2ccccc2OCC(=O)N1Cc1ccco1 (stereo not drawn)
1% | 2% | O=C(NCc1ccccc1)c1cc(C2COCCN2C(=O)c2ccc3c(c2)CCO3)on1 (stereo not drawn)
-20% | -6% | CC(CNC(=O)CC[C@H]1O[C@@H](n2ccc(=O)[nH]c2=O)[C@H](O)[C@@H]1O)c1ccccc1 (stereo partly drawn)
-22% | 6% | COc1cccc(C(NC(C)=O)c2nc(-c3csc4ccccc34)cs2)c1 (stereo not drawn)
-18% | -7% | COc1ccc(S(=O)(=O)N2CCC[C@H]2C(=O)N2CCC[C@H]2C(=O)NCc2ccccn2)cc1C
? | 1% | CCCCC(CC)COC(=O)CC(C(=O)OCC(CC)CCCC)S(=O)(=O)O (stereo not drawn)
-3% | 3% | OCCNc1ncnc2c1ncn2[C@H]1CN(Cc2cccs2)C[C@@H](CO)O1
? | 9% | COc1ccccc1CNc1nc(-c2ccccc2CO)c2sccc2n1
-10% | -11% | CS(=O)(=O)N1Cc2cc(C(=O)NCC3CC3)nc(-c3cccc(-c4cccnc4)c3)c2[C@@H]1CCO
? | 2% | O=C1NC[C@H](CCCCN2CCN(CCc3ccccc3)C(=O)C2=O)N(CC2CCCCC2)C1=O
-22% | 11% | FC(F)(F)Oc1ccccc1C(c1nnnn1C1CCCCC1)N1CCN(C/C=C/c2ccccc2)CC1 (stereo not drawn)

Complete entries from above. Order of values: 12-LOX inh | GLS inh
Record of COc1ccccc1CNc1nc(-c2ccccc2CO)c2sccc2n1 : ? | 9%
Record of COc1ccc(S(=O)(=O)N2CCC[C@H]2C(=O)N2CCC[C@H]2C(=O)NCc2ccccn2)cc1C : -18% | -7%
Record of O=C(NC1CCCC1)C1c2ccccc2OCC(=O)N1Cc1ccco1 (stereo not drawn) : ? | 1%
Record of FC(F)(F)Oc1ccccc1C(c1nnnn1C1CCCCC1)N1CCN(C/C=C/c2ccccc2)CC1 (stereo not drawn) : -22% | 11%

The list continues.
12-LOX inh | GLS inh | Compound
0% | 0% | CCCCNC(=O)C1(C)CCC(=O)N1C1CC1 (stereo not drawn)
? | -1% | O=C1NC[C@@H](CCCCN2CCN(CC3CCCCC3)C(=O)C2=O)N(CCC2CCCCC2)C1=O
? | 1% | CC(=O)Nc1cccc(-c2ccnc3c2CC(C(=O)Nc2cccc(OC(F)(F)F)c2)O3)c1 (stereo not drawn)
3% | -6% | Cc1nc2cc(NC(=O)C3(C)CCCN(C(C)C)C3)ccc2o1 (stereo not drawn)
? | 13% | CC(c1cc2ccccc2s1)N(O)C(N)=O (stereo not drawn)
6% | 10% | CC1(C(=O)NS(=O)(=O)c2cccc(Cl)c2)CCN1C(=O)c1cccc2ccccc12 (stereo not drawn)
-7% | 2% | COC(=O)[C@]12CCCCC=C1N(Cc1ccco1)C(=O)[C@H](CC(=O)N1CCN(C(=O)c3ccco3)CC1)C2
? | 8% | N#Cc1cccc(OCCCN2CCC(C(O)(c3ccccc3)c3ccccc3)CC2)c1
? | -4% | COc1ccc(-c2cc(NC=O)c3ncc(-c4cccc(OC)c4)n3c2)cc1
0% | 0% | CC(C)(C)c1ccc(C(=O)N2CCC2(C)C(=O)NCc2cccs2)cc1 (stereo not drawn)
-14% | 12% | Cn1ccc2c(-c3cccc(C=O)c3)cc3c(c21)C1CCC3C1 (stereo not drawn)
11% | 1% | CC(C)(C)c1ccc(CC(=O)N2CCC2(C)C(=O)NCCC#N)cc1 (stereo not drawn)

(continued)
12-LOX inh | GLS inh | Compound
? | -5% | COc1ccc(SCC(O)Cn2c3ccccc3c3ccccc32)c(OC)c1 (stereo not drawn)
? | 5% | O=C1NC[C@H](CCCCN2C[C@H](Cc3ccccc3)N(CC3CCCCC3)C(=O)C2=O)N(CCC2CCCCC2)C1=O
-9% | 6% | CC(C)=CCn1c2ccc(NC(=O)Nc3cccnc3)cc2c(=O)n1C
-5% | 0% | COCCCNc1ccn2nc(-c3ccccc3)cc2n1
6% | 16% | CCOC(=O)C1=CCN(S(=O)(=O)c2ccc(Br)cc2)C1c1ccccc1 (stereo not drawn)
-3% | 3% | CC(=O)Nc1ccc(C(=O)N2CCCCC2c2cc(C(=O)NC(C)C)no2)cc1 (stereo not drawn)
-5% | 1% | Cc1ccc(S(=O)(=O)NC(=O)C2(C)CCN2C(=O)Cc2ccc(Cl)cc2Cl)nc1 (stereo not drawn)
0% | -22% | Cc1cc2nc(C(C)(C)C)c(Cc3cccc(Cl)c3)n2c(C)c1Br
-17% | 4% | Cc1c(C(=O)NCc2ccc3c(c2)OCCO3)sc(=O)n1Cc1cccc(C(F)(F)F)c1
-2% | -7% | CCOC(=O)[C@]12CCCC=C1N(Cc1ccc(Cl)cc1Cl)C(=O)[C@H](CC(=O)NCc1cccc(C(F)(F)F)c1)C2
-7% | 1% | O=C(NCCCn1ccnc1)c1[nH]c(C(F)(F)F)nc1-c1ccccc1
2% | 2% | Cc1nc2ccc(C(=O)N(C)Cc3ccccc3)cn2c1N(C)C(=O)CCc1ccccc1

Going on with the list.
12-LOX inh | GLS inh | Compound
? | 37%[activator] | O=C1NC[C@H](Cc2ccccc2)N(C[C@@H]2CCCN2C[C@H](Cc2ccc(O)cc2)N2C[C@H](Cc3ccc(O)cc3)N(CC3CCCCC3)C(=O)C2=O)C1=O
-2% | 5% | CC1(C(=O)NC2CCCCCC2)CCN1C(=O)Cc1ccc(-c2ccccc2)cc1 (stereo not drawn)
25% | 9% | COCCNC(=O)C1CCCN(Cc2ccccc2)CC1 (stereo not drawn)
? | 4% | COc1ccc(-c2nc3ccc(Br)cn3c2Cc2cccc(Cl)c2)cc1OC
-15% | -9% | CC1(C(=O)Nc2cccc(C(F)(F)F)c2)Cc2c(-c3cccc(C(F)(F)F)c3)ccnc2O1 (stereo not drawn)
? | 4% | Cc1ccc(S(=O)(=O)N2CC3=C(C2)C2CC2(C)C3)cc1 (stereo not drawn)
14µM* | 3% | CCc1nc2c(OCC(=O)c3ccc(Cl)cc3Cl)cccn2c1N(C=O)Cc1ccccc1
2% | -2% | Clc1cccc(Cc2c(-c3ccccc3)nc3c4ccccc4ccn23)c1
-3% | 1% | O=C(NCc1cccc(C(F)(F)F)c1)c1csc([C@H]2C[C@H](O)[C@@H](CO)O2)n1
21% | -23% | Oc1cc(O)cc(O)c1
-28% | 2% | COc1cccc(-c2cnc3cccnn23)c1
23% | 5% | COCCCN1C(=O)C(CC(=O)NCCc2ccccn2)CC(C(=O)N(C(C)C)C(C)C)=C1C (stereo not drawn)

Continuation.
12-LOX inh | GLS inh | Compound
0% | 5% | CCCCn1nnnc1C(c1cc2ccccc2o1)N1CCCC1 (stereo not drawn)
-26% | -7% | COCCN(CCOC)Cc1cc(=O)oc2ccc3ccccc3c12
8% | -4% | COc1cccc(C(=O)N2CCC2(C)C(=O)NC(C)C)c1 (stereo not drawn)
-1% | 2% | CCOC(=O)[C@@H](NC(=O)CC[C@H]1O[C@@H](n2ccc(=O)[nH]c2=O)[C@H](O)[C@@H]1O)C(C)C
? | -6% | CC(C)CN1C(=O)c2ccccc2C1c1nnnn1-c1ccc2c(c1)OCCO2 (stereo not drawn)
? | -20% | NC(Cc1ccc(C(F)(F)F)cc1)c1csc(Nc2ccc(C(=O)c3ccccc3)cc2)n1 (stereo not drawn)
20% | 0% | CC(C)(C)c1ccc(NC(=O)c2cc(C3CCCN(S(=O)(=O)c4cccc5cccnc45)C3)on2)cc1 (stereo not drawn)
18% | -1% | Cn1c(=O)c2cc(NC(=O)Cc3cccnc3)ccc2n1-c1ccc2ccccc2c1
-12% | 4% | O=C(c1[nH]c(C(F)(F)F)nc1-c1ccccc1)N1CCN(c2ccccn2)CC1
0% | 19% | CCCCn1nnnc1C(c1ccccc1)N1CCN(C(=O)c2ccco2)CC1 (stereo not drawn)
-7% | 4% | CC1(C(=O)Nc2ccc(Cl)c(Cl)c2)CCN1CCc1ccccc1 (stereo not drawn)
3% | 16% | CSc1ccc(CN2CCC(C)(Oc3ccc(-n4ccnc4)cc3)C2)cc1 (stereo not drawn)

Later entries.
12-LOX inh | GLS inh | Compound
29% | -11% | Cc1c(C(=O)NCc2ccccc2C(F)(F)F)sc(=O)n1Cc1cccc(C(F)(F)F)c1
-24% | 14% | Cc1nc2c(OCc3ccc(C(F)(F)F)cc3)cccn2c1N(C)CC1CC1
-12% | -2% | Cc1noc(C)c1NC(=O)N(C)C[C@H]1OCc2cnnn2CCCC(=O)N([C@H](C)CO)C[C@H]1C
-11% | 9% | Cc1ccc2nc(-c3ccc(C#N)cc3)c(Cc3cccc(Cl)c3)n2c1
? | 45%[activator] | CCN(Cc1ccccc1)c1cc2c(c3c1ccn3C)C1CCC2C1 (stereo not drawn)
2% | 5% | CCCCN(C=O)c1c(CC)nc2ccc(C(=O)NCCCN3CCCC3=O)cn12
-9% | -14% | Cc1c(C(=O)NCc2ccc3c(c2)OCO3)sc(=O)n1Cc1ccc(-c2ccccc2)cc1
-11% | -18% | CC1(C(=O)NCc2cccc(Cl)c2)Cc2c(-c3cccc(C(N)=O)c3)ccnc2O1 (stereo not drawn)
-3% | 5% | CCCNC(=O)c1cc(C2CCCCN2C(=O)c2cccs2)on1 (stereo not drawn)
5% | -8% | CCCCN1C(=O)C(CC(=O)NCCCN(C)C)CC(C(=O)N(C(C)C)C(C)C)=C1C (stereo not drawn)
? | 13% | O=C(Nc1ccc2c(c1)OCCO2)C1c2ccccc2OCC(=O)N1CCc1c[nH]c2ccccc12 (stereo not drawn)
? | 1% | COc1ccc(OC)c(NC(=O)C2(C)CCN2C(C)C)c1 (stereo not drawn)

Other compounds.
12-LOX inh | GLS inh | Compound
17% | -7% | Clc1cccc(Cc2c(-c3cccc(Br)c3)nc3c4ccccc4ccn23)c1
11% | 10% | O=c1[nH][nH]c2c1[C@H](CCc1cccc(Cl)c1)O[C@H](C1CCCC1)C2
8% | -4% | COCCCNC(=O)c1ccc(-c2c(C)noc2C)c2ccoc12
7% | 18% | C[C@H](NC(=O)[C@@H]1CCCN1C(=O)[C@@H]1CCCN1C(=O)OC(C)(C)C)c1ccccc1
14% | 6% | Cc1ccc(NC(=O)C2(C)CCN2Cc2ccc(OC(C)C)cc2)cc1 (stereo not drawn)
-24% | 2% | CC1(C(=O)Nc2ccc3c(c2)OCCO3)CCC(=O)N1C1CCN(Cc2ccccc2)CC1 (stereo not drawn)
0% | 6% | Cc1cccc(NC(=O)c2ncn3c2C(=O)N[C@H](C)C3)c1
5% | 12% | CCC(=O)N1CCC1(C)C(=O)Nc1ccc2scnc2c1 (stereo not drawn)
-7% | -6% | CCCCC(=O)N(C)c1c(CC)nc2c(OCC(=O)C(C)(C)C)cccn12
? | 4% | COc1ccc(C(NC(=O)C2CCN(Cc3ccc(Oc4ccccc4)cc3)CC2)c2ccccc2C)cn1 (stereo not drawn)
-55% | 2% | COc1ccc(C(C)(NC(C)=O)c2nc(-c3cnc4ccccc4c3)cs2)cc1 (stereo not drawn)
21% | 4% | COc1cc(C(=O)N2CCCCC2c2cc(C(=O)N3CCOCC3)no2)cc(OC)c1C (stereo not drawn)

Compounds listed so far that contain a furan ring, fused or not, in the order listed:
12-LOX inh | GLS inh | Compound
? | 1% | O=C(NC1CCCC1)C1c2ccccc2OCC(=O)N1Cc1ccco1 (stereo not drawn)
-7% | 2% | COC(=O)[C@]12CCCCC=C1N(Cc1ccco1)C(=O)[C@H](CC(=O)N1CCN(C(=O)c3ccco3)CC1)C2
0% | 5% | CCCCn1nnnc1C(c1cc2ccccc2o1)N1CCCC1 (stereo not drawn)
0% | 19% | CCCCn1nnnc1C(c1ccccc1)N1CCN(C(=O)c2ccco2)CC1 (stereo not drawn)
8% | -4% | COCCCNC(=O)c1ccc(-c2c(C)noc2C)c2ccoc12

(listing goes on)
12-LOX inh | GLS inh | Compound
12% | -13% | COc1cc(C=CC(=O)c2ccccc2)cc(OC)c1OC
-8%&10% | 4%&-15% | CC(=O)C1=CCC(c2ccccc2)N(S(=O)(=O)c2ccccc2C)C1 (stereo not drawn)
? | -7% | Cn1ccc2c(-c3ccc(C(F)(F)F)cc3)cc3c(c21)C1CCC3C1 (stereo not drawn)
0% | -3% | COc1cc(OC)cc(-c2c(Sc3ccccc3)c3cc(-c4ccc(SC)cc4)ccc3n2C)c1
? | 0% | O=c1cc(CN2CCN(c3ccccc3F)CC2)c2c(ccc3ccccc32)o1
? | 2% | COc1ccc(-n2nnnc2C(c2cccc(OC)c2OC)N2CCN(C/C=C/c3ccccc3)CC2)cc1 (stereo not drawn)
? | -25% | CC=CCn1c(SCc2ccccc2)nc2c1c(=O)[nH]c(=O)n2C
12% | 17% | CCNC(=O)C1(C)CCCN(Cc2cc(-c3ccccc3)n(C)n2)C1 (stereo not drawn)
11% | 0% | CC(=O)N1CCN(C(=O)OC2CC3CC2[C@H]2CCCCN2C3=O)CC1 (stereo partly drawn)
-15% | 6% | CNc1ncnc2c1ncn2[C@H]1CN(Cc2ccco2)C[C@@H](CO)O1
? | -1% | CC(C)NC(=O)c1ccc2sc([C@H]3C[C@H](O)[C@@H](CO)O3)nc2c1
19% | 10% | CC(=O)c1ccc(Nc2nc(C(N)c3ccccc3)cs2)cc1 (stereo not drawn)
5% | 5% | COC(=O)[C@@]1(Cc2ccc(F)cc2)[C@H]2c3cc(C(=O)N(C)C)n(Cc4cc(C)n(C)n4)c3C[C@H]2CN1C(=O)c1ccccc1
0% | 4% | CC(C)Nc1ncnc2c1ncn2[C@H]1CN(Cc2cccnc2)C[C@@H](CO)O1

Compound activity: PubChem, National Center for Advancing Translational Sciences (NCATS)
